Screening data from PubChem BioAssay.
IkB signaling – suppresses IkB signaling in ABC-DLBCL reporter cells | ABC-DLBCL IkBa-CBG/CBR dual luciferase ratio, 4 h; response scale: scaled: untreated 0%, proteasome inhibitor 100% | Potency, µM (series often up to 57.1 µM), without a hit: at the highest dose IkBa stabilization activation | 110,000 tested, 0.04% active; active means well fitted curve in the direction sought with a large enough effect in the signal ratio, not every such curve was filed as active; inconclusive means small, poorly fitted or top-dose-only effect, or a change in a side signal; the % refers to the signal ratio;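 further: the direction sought is a rising ratio; 0% = basal untreated cells and 100% = reference inhibitor full response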
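In this assay, an IκBα–CBG68 fusion accumulates when IKK-driven degradation is blocked; native CBR normalizes for cell number. OCI-Ly3 cells were treated 4 h with compound and doxycycline, then green and red light read after Chroma-Glo addition.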
p53ts 32C kill – cytotoxicity in p53ts cells at permissive temperature; 130,000 tested, 0.93% active; Potency, µM (titrated, usually from 46.1 µM), inactives show at the highest dose activity change, negative = cytotoxicity, usual class: cytotoxic; AID 924; H1299-p53A138V at 32C, ATP luminescence viability, 24 h;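 further: 0% = DMSO and -100% = full killing by reference compound; nearly all actives have a fitted effect of over 55% in size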
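Viability by ATPlite luminescence after 24 h compound treatment (up to 46 uM) at the permissive 32C. Cells are H1299 carrying p53 A138V. Scale runs from DMSO basal to 100 uM tamoxifen as full kill; AC50 from Hill fits.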
Imprint erasure – induces erasure of genomic imprints in mouse ES cells. AID 1948. 110,000 tested, 0.02% active. Potency, µM (doses to about 60.7 µM), for inactives: at the top dose activity change, positive = activation, usual class: activators. mouse ES Peg3-LacZ reporter, beta-gal luminescence, 40 h;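 further: 0% = negative control wells on the plate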
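Readout: BetaGlo luminescence (5 min, room temp) for LacZ from the normally silent maternal Peg3 allele in female Peg3LacZ-Neo ES cells. Cells 300/well, 40 h, 37C, 5% CO2. Data normalized per plate to negative controls.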
p53ts 39C tox – p53ts cell cytotoxicity, nonpermissive temperature. H1299-p53A138V viability at 39C, ATP luminescence, 24 h. Potency, µM (highest dose often 46.1 µM), inactives show at the highest dose activity change, negative = cell killing, actives largely listed as cytotoxic. 130,000 tested, 1.5% active. AID 902; further: nearly all actives have a fitted effect of over 55% in size
* marks the source's active call; other numbers are inactive results; ? = inconclusive; · = no result given; [ ] = another dose, or the depositor's remark. Unless noted, the call rests on the fitted dose curve; in most records, active means well fitted curve in the direction sought with a large enough effect; inconclusive means small, poorly fitted or top-dose-only effect, or another doubt; inactive means no such curve, though single readings can be large; an effect the other way counts as inactive or inconclusive. Unless noted, on the % scale 0 is the no-effect control and ±100 the full control effect; potency means the concentration at half of the fitted maximal effect.

Structure,IkB signaling,p53ts 32C kill,Imprint erasure,p53ts 39C tox
O=C(OCC(=O)N1CCN(c2ccccc2)CC1)c1ccc2ncsc2c1,?,1%,-12%,-3%
CN(CC(=O)Nc1ccccc1F)S(=O)(=O)c1ccc2c(c1)c(=O)n(C)c(=O)n2C,1.0%,14%,-7%[10.9 µM],3%
OCc1ccccc1CNCc1ccccc1,0.7%,-3%,-14%,-2%
COc1ccc(C(C)=O)cc1COC(=O)Cc1n[nH]c(=O)c2ccccc12,-0.1%,5%,-13%,-27%
Cc1ccc(C(c2nnnn2CCc2ccccc2)N2CCC(C)CC2)cc1 (stereo unspecified),·,6%,·,2%
CC(C)c1ccc(N2C(=O)CS(=O)(=O)C23C(=O)N(Cc2cccc(F)c2)c2ccccc23)cc1 (stereo unspecified),?,7%,10%[10.9 µM],9%
Cc1cccc2[nH]c3c(=O)n(CCN4CCNCC4)cnc3c12,-1.5%,-10%,0%,0%
Cn1c(=O)c2c(ncn2CC(=O)Nc2ccccc2Sc2ccccc2)n(C)c1=O,1.9%,2%,-7%,9%
CCN(CC)C(=O)c1c(-c2ccccc2)c(-c2ccccc2)nn(CC)c1=O,?,13%,1%[10.9 µM],-5%
O=C(NC1CCCCC1)c1ccc(S(=O)(=O)N2CCCC2)cc1,·,-8%,·,3%
O=C(CCn1c(=S)[nH]c2ccccc2c1=O)NCC1CCCO1 (stereo unspecified),-1.5%,7%,6%,-4%
COc1cc(-c2nnc(COC(=O)CSc3cc(C)c4ccccc4n3)o2)cc(OC)c1OC,0.2%,-3%,2%,-12%
COc1ccccc1OCc1nnc(SCC(=O)N2CCCCC2)n1-c1ccccc1,-0.1%,-9%,?,-6%
CCCn1nc(NS(=O)(=O)c2ccccc2)c2cc3ccccc3nc21,?,-2%,-27%,3%
COc1ccc(NC(=O)Cn2c(=O)n(CCCC(=O)NCCc3ccc(C)cc3)c(=O)c3ccccc32)cc1Cl,-3.9%,7%,?,-7%
COCCn1c(-c2ccco2)nc2nc3ccccc3nc21,2.6%,-13%,-37%[inhibitor],-11%
COc1ccc(C(=O)N2CCC3(CCCN(c4ncccn4)C3)CC2)cc1,2.4%[11.4 µM],3%,·,-2%
COc1ccc(Cn2ccnc2SCC(=O)Nc2cc(C(F)(F)F)ccc2Cl)cc1,3.3%,0%,1%[10.9 µM],?
CCN(CC)c1ccc(NS(=O)(=O)c2ccc(-c3cnc(C4CC4)o3)cc2)c(C)c1,?,20%,-11%[10.9 µM],4%
O=C(O)[C@H]1[C@H](C(=O)O)[C@H](C(=O)O)C[C@@H]1C(=O)O,-0.1%[11.4 µM],7%[9.22 µM],-7%[10.9 µM],-2%[9.22 µM]
Cc1ccc(OCC(=O)Nc2ccc(-c3nc4ccc(C)cc4o3)cc2)cc1,-1.6%,-11%,-21%[10.9 µM],-6%
CN1CCN(C(=O)Cn2ncc3c4ccccc4n(Cc4ccc(Cl)cc4)c3c2=O)CC1,?,-4%,-12%[10.9 µM],-28%
CCCc1nc(SCC(=O)Nc2cc(C)on2)c2ccccc2n1,0.8%,1%,4%,-2%
COc1ccc(OCc2nnc3n2N=C(c2ccc(Br)cc2)CS3)cc1,?,4%,-13%,17%
COCC(=O)N(Cc1ccco1)c1nnc(C2CCOC2)s1 (stereo unspecified),2.0%,-6%,-5%,3%
CCOC(=O)c1c(NC(C)=O)c2c3c(sc2n1Cc1nc(-c2ccccc2OCC)oc1C)CCCC3,?,14%,-7%[10.9 µM],-8%
Cc1nc2c(-c3ccccc3)c(C)nn2c(N)c1-c1ccccc1,·,11µM*,·,?
O=C(Nc1ccc(Cl)cc1)N1CC=CCC1,1.2%,-20%,-59%[inhibitor],-21%
CCOC(=O)c1scc(-c2ccc(C)cc2)c1S(=O)(=O)Nc1cc(OC)ccc1OC,0.8%,0%,-22%[10.9 µM],-19%
CNC(=O)C1CCC(Cn2c(=O)c3sccc3n(CC(=O)NCc3ccccc3)c2=O)CC1 (stereo unspecified),0.3%,1%,-9%[10.9 µM],-8%
CCOCCCn1c(SCC(=O)Nc2ccc(C(C)C)cc2)nc2c(sc3ccccc32)c1=O,-3.3%,11%,-4%[10.9 µM],-6%
CC(=O)Nc1nc(=S)ss1,-1.1%,2%,-4%,-11%
Cc1ccc(S(=O)(=O)Nc2ccc(O)c(C(=O)O)c2)c(C)c1,·,23%,·,8%
O=C(CN1C(=O)COc2ccccc21)N1CCc2ccccc21,-1.2%,1%,-6%,0%
COc1ccc(NC(=O)CSC2=Nc3ccccc3C3=NC(CC(=O)NCCc4ccccc4)C(=O)N23)cc1 (stereo unspecified),1.7%,8%,-17%[10.9 µM],-20%
O=C(NCc1ccc2c(c1)OCO2)c1ccc(C2SCC(=O)N2Cc2ccco2)cc1 (stereo unspecified),2.7%,10%,-23%,12%
COc1ccc(CCNCc2csc3nc4ccccc4n23)cc1OC,-2.3%,5%,-19%,3%
CCOC(=O)c1cnc2ccc(OC)cc2c1NCCc1ccc(OC)c(OC)c1,?,6%,-22%[10.9 µM],-2%
CCn1c(SCC(=O)Nc2cc(Cl)ccc2OC)nc2c([nH]c3ccccc32)c1=O,-0.8%,-3%,6%[10.9 µM],-16%
O=C(c1n[nH]c2c1CCCC2)n1ccnc1,2.6%,-5%,-22%,-9%
Cc1cc(NCc2ccco2)nc2cc(O)ccc12,1.5%,39%[activator],17%,12%
COC(=O)c1[nH]c2ccccc2c1NS(=O)(=O)c1ccc(OC)cc1OC,0.1%,15%,-8%,-2%
CCCCCCCN(C(=O)CCl)c1ccccc1C,·,?,·,25µM*
O=C(COc1ccc(Br)cc1)Nc1cccc2cccnc12,-1.9%,-9%,-9%[10.9 µM],34%[activator]
COc1ccc(OCc2ccc(-c3nc(C#N)c(NCc4ccc(F)cc4)o3)o2)cc1,?,-6%,-3%[10.9 µM],26%
CC1CCN(CC(=O)Nc2ccccc2C#N)CC1,-0.8%,-2%,9%,11%
C[C@@H]1C[C@H](OC(=O)c2ccccc2O)CC(C)(C)C1,-0.5%[25.6 µM],11%[20.6 µM],15%[16.8 µM],15%[20.6 µM]
O=C(NC1CCCCC1)C1CCCN1C(=O)NCc1ccccc1 (stereo unspecified),0.6%,-6%,-9%,-6%
Cc1cc(C)n(-c2nc(NCC3CCCO3)c3c4c(sc3n2)COC(C)(C)C4)n1 (stereo unspecified),-4.4%,-3%,-14%,-11%
CC(NS(=O)(=O)c1ccc(OCC(=O)N2CCOCC2)c(Cl)c1)c1ccccc1 (stereo unspecified),4.3%,-3%,-16%,2%

Following part
Structure,IkB signaling,p53ts 32C kill,Imprint erasure,p53ts 39C tox
O=C(O)C[C@@H](C(=O)O)c1ccccc1[N+](=O)[O-],0.0%[11.4 µM],4%[9.22 µM],-9%[10.9 µM],-1%[9.22 µM]
CCOC(=O)C1=C(CN2CCN(c3ccccc3OC)CC2)NC(=O)NC1c1ccccc1 (stereo unspecified),?,5%,-10%[10.9 µM],-7%
Cn1c(=O)n(Cc2ccco2)c(=N)c2c3c(sc21)CCC3,-1.1%,4%,-16%,0%
CS(=O)(=O)N1CCC(C(=O)Nc2ccccc2Sc2ccccc2)CC1,0.8%,-2%,1%,8%
Cc1noc(C)c1S(=O)(=O)N(CC(=O)NCCc1ccc(Cl)cc1)c1ccc(C(C)C)cc1,-0.8%,0%,2%[10.9 µM],20%
O=C(Cn1c(=O)n(CCC(=O)N2CCc3ccccc3C2)c(=O)c2ccccc21)NCC1CCCO1 (stereo unspecified),1.2%,-1%,-10%,0%
CCCc1nnc(NC(=O)c2cc(=O)c3ccccc3o2)s1,?,-23%,-51%[inhibitor][10.9 µM],-24%
COc1ccc2c(c1)c1c(c(=O)n(Cc3ccccc3)c(=O)n1CC(=O)Nc1ccc(C)cc1C)n2C,1.7%,2%,-4%[10.9 µM],-14%
COc1ccc(-c2ccc(-c3noc(-c4ccccc4)n3)c(OC)n2)cc1,?,0%,-4%,0%
Cc1ccccc1Cn1c(=N)n(CC(=O)c2ccco2)c2ccccc21,-1.5%,2%,-10%,6%
CCOC(=O)C1CCN(c2c(N3CCN(c4ccccc4OC)CC3)c(=O)c2=O)CC1,-0.1%,-2%,-4%,11%
CCOC(=O)C(C)Sc1nnc(-c2ccccc2O)n1-c1ccc(C)cc1 (stereo unspecified),0.4%,4%,·,-8%
COC(=O)CCN(C(=O)c1c(C)oc2ncnc(N3CCOCC3)c12)c1ccccc1,-0.8%,12%,-9%[10.9 µM],-1%
CC1CCC(NC(=O)c2ccc(/C=C3\Oc4ccccc4N(C)C3=O)cc2)CC1 (stereo unspecified),·,-11%,·,23%
N#Cc1cc2c(nc1SCC(=O)Nc1nccs1)CCCCC2,0.1%,?,-12%,?
COc1ccc(-n2c(CC3C(=O)N(C)c4ccc(C)cc43)nc3ccccc3c2=O)cc1 (stereo unspecified),0.9%,11%,-7%[10.9 µM],-12%
CCOc1cc(N2CCOCC2)c(OCC)cc1NC(=O)CN1C(=O)NC(Cc2ccccc2)C1=O (stereo unspecified),-1.4%,2%,-6%,-1%
COc1ccccc1N1CCN(C(=O)C2CCN(S(=O)(=O)Cc3ccccc3)CC2)CC1,-2.1%,-9%,-11%[10.9 µM],-12%
Cc1cccc(N2CCN(c3nc4ccccc4c4nnc(C)n34)CC2)c1C,?,4%,-12%[10.9 µM],-12%
c1cncc(-c2cccnc2)c1,0.2%,4%,-11%,-4%
COc1ccc(N(CC(=O)Nc2cccc(C(C)=O)c2)S(C)(=O)=O)cc1OC,1.8%,6%,-1%,-16%
CCc1ccc(-c2nc(-c3cc4ccccc4oc3=O)sc2C)cc1,5.5%,-9%,3%[10.9 µM],41%[activator]
O=C(c1cccnc1)N1CCN(S(=O)(=O)c2ccc(Cl)cc2)CC1,·,-5%,·,-3%
COc1ccc2cc(C#N)c(SCC(=O)N3CCCC3)nc2c1,0.6%,-2%,-7%,4%
CCc1ccc(NC(=O)C(=O)NCCN2CCN(C(=O)c3ccco3)CC2)cc1,·,7%,·,18%

Full records from above. Order of values: IkB signaling, p53ts 32C kill, Imprint erasure, p53ts 39C tox
Results for COC(=O)CCN(C(=O)c1c(C)oc2ncnc(N3CCOCC3)c12)c1ccccc1 = -0.8%, 12%, -9%[10.9 µM], -1%
Results for CCOC(=O)C1=C(CN2CCN(c3ccccc3OC)CC2)NC(=O)NC1c1ccccc1 (stereo unspecified) = ?, 5%, -10%[10.9 µM], -7%
Results for COc1ccccc1N1CCN(C(=O)C2CCN(S(=O)(=O)Cc3ccccc3)CC2)CC1 = -2.1%, -9%, -11%[10.9 µM], -12%
Results for CCOc1cc(N2CCOCC2)c(OCC)cc1NC(=O)CN1C(=O)NC(Cc2ccccc2)C1=O (stereo unspecified) = -1.4%, 2%, -6%, -1%
Results for Cc1cccc(N2CCN(c3nc4ccccc4c4nnc(C)n34)CC2)c1C = ?, 4%, -12%[10.9 µM], -12%

Continued.
Structure,IkB signaling,p53ts 32C kill,Imprint erasure,p53ts 39C tox
CCOc1ccc2nc(NC(=O)c3nc(SCc4ccccc4F)ncc3Cl)sc2c1,-0.6%,6%,-9%[10.9 µM],-27%
CC1Cc2ccccc2N1C(=O)Cc1cccs1 (stereo unspecified),1.9%,-9%,2%,16%
Cc1ccc(-n2c(SCC(=O)Nc3ccc4cn[nH]c4c3)nnc2-c2ccco2)cc1,2.4%,-27%,-3%,-9%
COc1ccc2cccc(N3CCN(CCNC(=O)c4ccc(F)cc4)CC3)c2c1,?,-5%,-13%,-17%
O=C(O)COc1ccc(C(=O)Cc2ccc3c(c2)OCCCO3)c(O)c1,0.0%,-17%,-16%,-24%
CCc1ccc(NC(=O)CSc2nc3c(sc4ccccc43)c(=O)n2CCCOC(C)C)cc1,-3.2%,-4%,-11%[10.9 µM],-10%
Cc1cccc(N2CCN(C(c3ccccc3)c3nnnn3CC3CCCO3)CC2)c1C (stereo unspecified),?,10%,-10%,-9%
